Sm TGR inh – blocks Schistosoma mansoni thioredoxin glutathione reductase | Q962Y6 | purified TGR, DTNB reduction, TNB absorbance 405 nm | Potency, µM (titrated, usually from 114 µM), without a hit: at the top dose activity change, negative = inhibition, usual class: inhibitors | 3% of 360,000 active | AID 485364; further: potency means the concentration at half of the fitted maximal effect; nearly all actives have a fitted effect of over 60% in size
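Kinetic colorimetric format: TGR-catalysed, NADPH-driven DTNB reduction monitored via TNB absorbance. Enzyme dispensed at 20 nM; compound exposure 15 min at room temperature before reaction start.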
LmPK inhibitor – inhibitors of Leishmania mexicana pyruvate kinase. 0.37% of 290,000 active. Potency, µM (titrated, usually from 57.5 µM), inactives show top-dose activity change, negative = inhibition, usual class: inhibitors. purified LmPK, Kinase-Glo ATP luminescence, 1 h. AID 1721. Q27686; further: potency means the concentration at half of the fitted maximal effect
Target sequence (Q27686 whole entry, looked up): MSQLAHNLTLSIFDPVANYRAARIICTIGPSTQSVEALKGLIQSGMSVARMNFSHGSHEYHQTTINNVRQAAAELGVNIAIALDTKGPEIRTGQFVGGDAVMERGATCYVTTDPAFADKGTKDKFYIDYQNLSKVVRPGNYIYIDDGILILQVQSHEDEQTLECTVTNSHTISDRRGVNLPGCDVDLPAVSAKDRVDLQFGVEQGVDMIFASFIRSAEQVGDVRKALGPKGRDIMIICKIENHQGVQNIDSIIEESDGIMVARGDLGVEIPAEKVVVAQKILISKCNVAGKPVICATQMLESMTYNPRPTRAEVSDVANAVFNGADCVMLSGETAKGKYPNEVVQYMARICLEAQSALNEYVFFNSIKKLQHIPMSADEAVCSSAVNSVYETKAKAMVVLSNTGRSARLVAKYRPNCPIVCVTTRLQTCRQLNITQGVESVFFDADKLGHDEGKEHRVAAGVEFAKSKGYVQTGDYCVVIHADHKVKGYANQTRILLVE
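Purified LmPK (0.1 nM) with 0.5 mM PEP and 0.1 mM ADP in imidazole buffer pH 7.2 with MgCl2/KCl, 1 h at room temperature. ATP formed was read by luciferase luminescence and normalized to no-enzyme and uninhibited controls.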
AmpC detergent – inhibitors of E. coli AmpC beta-lactamase with detergent. P00811. AmpC hydrolysis of nitrocefin, absorbance 480 nm, 0.01% Triton. Potency, µM (highest dose often 114 µM), for the others: at the top dose activity change, negative = inhibition, usual class: inhibitors. 0.041% of 370,000 active. AID 485294;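 further: potency means the concentration at half of the fitted maximal effect; 0% = no-compound wells and -100% = no-enzyme wells; nearly all actives have a fitted effect of over 25% in size; some results filed as inactive show a strong effect at the top dose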
Target sequence (P00811 whole entry, looked up): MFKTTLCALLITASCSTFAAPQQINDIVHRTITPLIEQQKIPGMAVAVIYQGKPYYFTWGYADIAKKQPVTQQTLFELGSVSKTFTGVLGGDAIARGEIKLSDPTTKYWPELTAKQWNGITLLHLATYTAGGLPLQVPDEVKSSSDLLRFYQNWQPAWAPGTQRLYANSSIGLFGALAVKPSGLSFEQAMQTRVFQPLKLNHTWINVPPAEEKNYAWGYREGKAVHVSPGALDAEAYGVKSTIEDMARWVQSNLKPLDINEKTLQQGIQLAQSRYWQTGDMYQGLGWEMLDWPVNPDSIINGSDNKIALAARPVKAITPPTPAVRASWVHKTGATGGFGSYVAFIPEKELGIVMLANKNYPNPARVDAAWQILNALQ
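20 mM phosphate pH 7.0 + 0.01% (detergent screen) or 0.0001% Triton X-100; 5.3 nM AmpC reagent; cpd preinc 15 min RT; nitrocefin (800 uM stock) to start; A480 q20 s × 4 min; Activity was normalised to no-enzyme and no-compound control wells.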
Tb PYK inh – inhibitors of Trypanosoma brucei pyruvate kinase; 0.12% of 410,000 active; TbPYK enzyme, Kinase-Glo Plus ATP luminescence, 45 min; Q57TT1; AID 624173; Potency, µM (top dose mostly 76.8 µM), inactives show at the top dose activity, negative = inhibition, actives largely listed as inhibitors; further: potency means the concentration at half of the fitted maximal effect; nearly all actives have a fitted effect of over 50% in size
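Assay buffer: 50 mM TEA pH 7.2, 100 mM KCl, 10 mM MgCl2, 0.05% BSA, 0.01% Tween-20. Pyruvate kinase from T. brucei plus substrate met compound, then ADP (130 uM final). Luminescence was read post 45 min RT.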
HCMV inh – blocks human cytomegalovirus replication; activity change, negative = inhibition, % at 57.5 µM; HFF cells, HCMV-luciferase reporter, 72 h; active compounds read low; 4.5% of 410,000 active; AID 1259415; in the data active means activity change below about -60%; inconclusive means no clear call, values can overlap the other calls; inactive means above about -39%
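HFF cells seeded 16 h at 37C, treated with compounds, infected with luciferase-reporter HCMV at MOI 1 PFU/cell; luciferase read at 72 h post infection, normalized to buffer-only and Salinomycin controls.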
AmpC inh no detg – AmpC beta-lactamase inhibition without detergent. AmpC nitrocefin hydrolysis, absorbance 480 nm, 0.0001% Triton. AID 485341. 0.52% of 330,000 active. Potency, µM (top dose mostly 57.1 µM), for the others: top-dose activity change, negative = inhibition, usual class: inhibitors;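 further: potency means the concentration at half of the fitted maximal effect; plate controls were no compound for no effect and no enzyme for full effect; nearly all actives have a fitted effect of over 20% in size; some results filed as inactive show a strong effect at the top dose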
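20 mM phosphate pH 7.0 + 0.01% (detergent screen) or 0.0001% Triton X-100; 5.3 nM AmpC reagent; cpd preinc 15 min RT; nitrocefin (800 uM stock) to start; A480 q20 s × 4 min; Activity was normalised to no-enzyme and no-compound control wells.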
AMA1-RON2 inh – disrupts binding of P. falciparum AMA1 to RON2 | 0.2% of 360,000 active | Potency, µM (highest dose often 58.2 µM), inactives show at the highest dose activity change, negative = inhibition, most hits filed as inhibitors | AID 720542 | AlphaScreen AMA1-biotinylated RON2 peptide binding;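 further: potency means the concentration at half of the fitted maximal effect; 0% = vehicle wells and -100% = peptide control; nearly all actives have a fitted effect of over 45% in size; some results filed as inactive show a strong effect at the top dose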
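AMA1 (3D7) with his tag at 25 nM final met compounds first, then biotinylated RON2 peptide at 25 nM; detection used donor plus acceptor beads, 10 µg/mL apiece, read by AlphaScreen after 30 min at room temperature.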
Starred values were filed as active, the others as inactive; u = inconclusive; x = not tested or not shown; & = joins results of further samples; ! = a repeat was not active; [ ] = remark or other dose. Unless noted, the call rests on the fitted dose curve; in most records, active means well fitted curve in the direction sought with a large enough effect; inconclusive means small, poorly fitted or top-dose-only effect, or another doubt; inactive means no such curve, though single readings can be large; an effect the other way counts as inactive or inconclusive. Unless noted, on the % scale 0 is the no-effect control and ±100 the full control effect.

SMILES | Sm TGR inh | LmPK inhibitor | AmpC detergent | Tb PYK inh | HCMV inh | AmpC inh no detg | AMA1-RON2 inh
Cc1nc2scc(C)n2c(=O)c1S(=O)(=O)Nc1ccc(N2CCN(S(C)(=O)=O)CC2)cc1 | 5.4%&1.4% | -4.5% | 1.8%&1.3% | -15.8%&-9.8% | -83.4*! | 31.5% | 1.3%
COc1ccc(-c2cn[nH]c2C)cc1OC | 28.0% | 3.1% | 4.9% | 5.3% | -30.4 | -9.3% | 17.7%
C/C(CC(=O)NC(C)(C)C)=N\NC(=O)COc1ccc(C)cc1Br | 2.8% | 0.5% | 7.3% | 3.6% | 1.6 | 21.8% | 24.8%
COc1ccc(N2CC(NS(=O)(=O)c3ccc(F)cc3)CC2=O)cc1 (stereo unspecified) | -0.1% | x | u | 6.3% | 23.2 | u | 8.2%
O=C(Nc1ccccc1Cl)c1c(F)c(F)c(F)c(F)c1F | x | x | x | -3.7% | -16.7 | x | 7.9%
O=C(NCCN1CCOCC1)c1ccccc1N1C(=O)[C@@H]2Cc3c([nH]c4ccccc34)C(c3ccc(F)cc3)N2C1=O (stereo partly specified) | -23.0% | -2.8% | u | 2.0% | -74.7* | 229.5%[activator] | -7.3%
CN(C)CCNC=C(C(=O)Nc1ccc(Cl)cc1Cl)C(=O)Nc1ccc(Cl)cc1Cl | -0.1% | 3.3% | 3.3% | -1.3% | -3.2 | u | 1.9%
COC(=O)N/N=C/c1c[nH]c2ccccc12 | 8.3% | 0.0% | -6.8% | 0.0% | 37.2 | -7.6% | 0.0%
CCCOc1ccc(S(=O)(=O)NCCN2CCOCC2)c2ccccc12 | -2.5% | -2.0% | 2.3% | -2.4% | 1.6 | 147.0%[activator] | -2.0%
CCCCNC(=O)CC1Nc2ccccc2NC1=O (stereo unspecified) | -4.1% | -0.3% | u | 0.6% | -26.3 | -22.0% | 1.4%
O=C(NC1CCCCC1)c1ccc(CSc2nc3cccnc3n2Cc2ccccc2F)cc1 | 7.0% | x | 17.6% | 0.0% | -31.8 | x | x
CC1[C@H]2Cc3ccc(O)cc3[C@]1(C)CCN2C (stereo partly specified) | x | x | x | 4.5% | 16.7 | x | -5.0%
CCn1c(Cc2ccccc2)nnc1SCc1ccc([N+](=O)[O-])cc1 | -14.0% | 0.3% | u | -4.2% | -3.2 | -8.3% | -17.3%
O=C(/C=C/c1cccc(F)c1)Nc1cc(S(=O)(=O)N2CCOCC2)ccc1N1CCCC1 | -1.3% | -1.9% | u | 8.9% | -13.4 | 13.4% | 18.6%
O=C(Cc1ccccc1[N+](=O)[O-])N/N=C/c1cccnc1 | 6.1% | -0.2% | -1.6% | -2.2% | -10.0 | -7.6% | 21.9%
Cc1ccc(C)c(/C(O)=C2\C(=O)C(=O)N(CCCn3ccnc3)C2c2ccncc2)c1 (stereo unspecified) | u | 6.2% | -1.8% | -0.2% | 17.9 | -14.9% | -10.4%
O=C(NNC(=O)c1cc2ccccc2cc1O)Nc1ccccc1F | -26.5% | 4.2% | -3.3% | -23.7% | 17.7 | 17.8µM* | 138.4%[activator]
CC1(C)C2CCC(CN=C(N)CSS(=O)(=O)O)C1C2 (stereo unspecified) | x | x | x | -8.3% | -38.4 | x | 12.6%
CC(=O)OCc1c(C(F)(F)F)nn(C)c1Oc1ccccc1 | -5.4% | 5.1% | -10.7% | 4.7% | u | 3.7% | 35.7%[activator]
CC(OC(=O)CN1C(=O)c2ccccc2C1=O)C(=O)NC1(C#N)CCCCC1 (stereo unspecified) | 5.0% | x | 9.8% | -3.2% | 34.2 | 4.3% | 10.6%
Cc1ccc(C(=O)OCc2nnc(-c3ccc(Br)cc3)o2)cc1 | 3.1% | 8.6% | 1.6% | 0.5% | 69.3 | -10.5% | 15.6%
Cc1cccc(C)c1N(CC(=O)N1CCOCC1)S(C)(=O)=O | -1.4% | 0.7% | -10.7% | 2.6% | 2.9 | -21.4% | 10.5%
CCC(=O)c1ccc(N2CCN(C(=O)c3cc([N+](=O)[O-])ccc3N3CCN(C)CC3)CC2)c(F)c1 | 7.6% | -3.2% | 2.5% | -16.7% | 17.5 | 49.7% | 10.2%
Cc1cccc(OCc2nnc(SCC(=O)Nc3ccc(N4CCOCC4)cc3)o2)c1 | 3.8% | -6.8% | 8.6% | -1.2% | 23.9 | -3.0% | 5.3%
CCCCCc1c(CC)ncn1CCc1ccccc1OC | x | x | x | 5.7% | -110.2* | x | -12.7%
Cc1ccc(C)c(N2CCN(C(=O)C3CCCN(c4ncnc5c4nc4n5CCCCC4)C3)CC2)c1 (stereo unspecified) | -19.6% | 5.7% | 0.6% | 5.1% | -69.0* | 180.1%[activator] | -11.8%
OC(C#CCN1CCOCC1)(c1ccccc1)C1CCCCC1 (stereo unspecified) | -33.0% | 5.1% | -11.7% | 7.6% | -4.5 | 94.3%[activator] | -3.5%
COc1cccc(-c2nc(C(N)=O)c3[nH]c(=O)n(-c4cccc(Cl)c4)c3n2)c1OC | -2.6% | 1.6% | u | 2.6% | u | 35.7% | 14.2%
O=C(CCNC(=O)c1ccccc1Cl)Nc1cccc(S(=O)(=O)N2CCCCC2)c1 | 2.6% | x | -0.2% | 1.0% | -26.8 | -4.6% | 2.6%
CC(=O)OC[C@H]1O[C@@H](O/N=C/[C@@H](C)[C@H](OCc2ccccc2)C(C)C)[C@H](OC(C)=O)[C@@H](OC(C)=O)[C@@H]1OC(C)=O | -16.1% | 2.2% | -19.6% | x | x | 296.1%[activator] | x
O=C(COc1ccc(F)cc1)Nc1ccc(C(=O)OCc2cc(=O)n3nc(C4CC4)sc3n2)cc1 | -3.4% | x | -4.2% | 2.2% | 6.6 | x | x
CCC1Oc2ccc(C)cc2N(CC(=O)NCc2ccccc2OC)C1=O (stereo unspecified) | -5.8% | -0.2% | -15.0% | -9.8% | 4.8 | -13.3% | 6.0%
O=C1c2cccc(OCC(=O)N3N=C(c4cccs4)CC3c3ccc(F)cc3)c2CCN1Cc1cccnc1 (stereo unspecified) | -13.6% | 0.8% | u | -1.9% | u | 64.1%[activator] | -5.4%
Cc1cc(C)cc(N(CC(=O)Nc2c(C)n(C)n(-c3ccccc3)c2=O)S(C)(=O)=O)c1 | 8.0% | -6.5% | -4.2% | -3.2% | 72.6 | -27.1% | 7.3%
COc1cc(SC)ccc1C(=O)N1CCN(S(=O)(=O)/C=C/c2ccccc2)CC1 | 39.8µM* | x | -20.5% | 5.2% | -1.9 | 47.2% | -3.1%
CCS(=O)(=O)Nc1ccc(C2=NN(C(=O)c3ccccc3)C(c3cccs3)C2)cc1 (stereo unspecified) | -14.1% | 5.5% | u | -4.0% | 0.0 | -31.1% | -0.9%
COc1ccc(C)cc1Nc1nc(N)c2cc(OC)c(OC)cc2n1 | 3.2%&-4.2% | -3.9% | 2.3%&13.9% | -6.2%&1.3% | -34.0 | 1.2% | u
Cc1cc(C)c(NC(=O)Cn2cc3c(n2)CCCC3)c(C)c1 | -5.1% | -2.2% | u | 2.4% | -14.2 | -9.0% | 16.5%
Cc1cc(C(F)(F)F)nc(SCC(=O)NC2CC3CCC2C3)n1 (stereo unspecified) | -17.0% | -3.2% | u | 11.9% | -68.4* | 2.4% | -17.7%
Cc1cc(OCC(=O)Nc2cccc(S(=O)(=O)NC3=NCCCCC3)c2)ccc1Cl | -12.4% | 1.1% | -12.3% | -2.3% | -17.7 | -31.7% | -13.7%

Part of the list above in a different format.
The line under a structure holds: Sm TGR inh | LmPK inhibitor | AmpC detergent | Tb PYK inh | HCMV inh | AmpC inh no detg | AMA1-RON2 inh
> O=C(COc1ccc(F)cc1)Nc1ccc(C(=O)OCc2cc(=O)n3nc(C4CC4)sc3n2)cc1
→ -3.4% | x | -4.2% | 2.2% | 6.6 | x | x
> CCC1Oc2ccc(C)cc2N(CC(=O)NCc2ccccc2OC)C1=O (stereo unspecified)
→ -5.8% | -0.2% | -15.0% | -9.8% | 4.8 | -13.3% | 6.0%
> O=C1c2cccc(OCC(=O)N3N=C(c4cccs4)CC3c3ccc(F)cc3)c2CCN1Cc1cccnc1 (stereo unspecified)
→ -13.6% | 0.8% | u | -1.9% | u | 64.1%[activator] | -5.4%

The results go on:
SMILES | Sm TGR inh | LmPK inhibitor | AmpC detergent | Tb PYK inh | HCMV inh | AmpC inh no detg | AMA1-RON2 inh
CC12CCC3c4ccc(OCC(=O)O)cc4CCC3C1CCC2=O (stereo unspecified) | x | x | x | 0.8% | 5.7 | x | 18.9%
CC1(C(=O)Nc2ccc3c(c2)OCO3)CCN1C(=O)CCC1CCCC1 (stereo unspecified) | x | x | x | 4.6% | -0.8 | x | -10.9%
COc1ccc(-c2cc3nc(C4CCN(C(=O)OC(C)(C)C)CC4)c(C(=O)Nc4cc(Cl)cc(Cl)c4)cn3n2)cc1 | -4.7% | x | 2.7% | -5.7% | 2.6 | x | x
Cc1ccccc1Cn1c(C)c(C(=O)NCc2cccc(C(F)(F)F)c2)sc1=O | x | x | x | 1.7% | -22.1 | x | -0.3%
COc1ccccc1NS(=O)(=O)c1cccc(C(=O)N/N=C/c2cn(-c3ccccc3)nc2-c2ccccc2)c1 | 15.8% | -2.9% | 0.8% | 1.7% | u | -16.9% | 0.9%
O=C1C(Cl)=C(N2CCCC2)C(=O)N1c1ccccc1F | -12.8% | 7.3% | -10.8% | -8.0% | -11.8 | -2.6% | 30.0%
O=C(Nc1cccc(C(F)(F)F)c1)/C(=C\c1ccco1)NC(=O)c1cccs1 | -0.9% | 3.9% | -12.5% | -10.1% | -14.4 | -38.5% | 18.2%
CCOC(=O)[C@]12CCCC=C1N(Cc1ccc(Cl)cc1Cl)C(=O)[C@H](CC(=O)NCc1ccc(OC)c(OC)c1)C2 | x | x | x | -0.4% | -70.9* | x | -20.6%
CCCC(=O)N1CCC1(C)C(=O)Nc1ccccn1 (stereo unspecified) | x | x | x | -0.7% | -15.8 | x | 22.8%
O=C(NCCN1CCOCC1)C1CCN(S(=O)(=O)N2CCCCC2)CC1 | 1.4% | 0.9% | -11.5% | -2.2% | -2.0 | -9.4% | 0.8%

Compounds as they come; any-hit rate near 7.4%.
